Avidin bead fluor: green autofluorescence of compounds with avidin beads – biophysical, 488/530 nm, flow cytometry, artefact control, profiling panel; compound fluorescence 488/530 nm; hits give high values; AID 1775, 2009; 220,000 tested, 0.38% active; fluorescence (KMESF) at 10 µM; in the data active = fluorescence above about 47; note: inactives centre near 10
ABCB1 block: ABCB1 efflux pump inhibitors, primary screen, cell-based, multiplex, flow cytometry, ABCG2 counter-screen. AID 1326, 2008. inhibition, % at 6.6 µM. ATP-dependent translocase ABCB1 (Homo sapiens), P08183. 190,000 tested, 0.067% active. CCRF-Adr cells, JC-1 efflux; in the data active = inhibition above about 40%;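 note: 0% = vehicle and 100% = reference inhibitor; higher value means more JC-1 retained so stronger ABCB1 efflux block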
Bim-Bcl-2: inhibitors of Bim-Bcl-2 binding, primary screen, biochemical, multiplexed, human Bcl-2 family; 190,000 tested, 0.06% active; AID 950, 2007; Bead-based flow cytometry, Bim peptide-Bcl-2 binding; inhibition, % at 10 µM; Apoptosis regulator Bcl-2 (Homo sapiens), P10415; in the data active = inhibition above about 40%; inconclusive = no clear call, values can overlap the other calls;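 note: 0% = no compound wells with probe peptide and 100% = reference peptide inhibitor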
Target sequence (P10415 whole entry, looked up): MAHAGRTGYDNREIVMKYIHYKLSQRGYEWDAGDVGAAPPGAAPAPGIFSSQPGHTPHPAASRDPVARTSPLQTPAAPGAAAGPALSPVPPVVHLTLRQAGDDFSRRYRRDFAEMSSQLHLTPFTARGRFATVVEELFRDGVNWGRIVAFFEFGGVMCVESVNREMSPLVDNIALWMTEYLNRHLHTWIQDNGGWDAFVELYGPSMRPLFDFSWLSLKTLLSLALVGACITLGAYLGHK
GSH bead fluor: compound fluorescence on glutathione beads, profiling panel, artefact control, biophysical, 488/530 nm, flow cytometry; GSH beads flow cytometry, compound fluorescence 488/530 nm; hits give high values; fluorescence (KMESF) at 10 µM; 190,000 tested, 0.25% active; AID 1776, 2009; in the data active = fluorescence above about 89;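 note: glutathione beads carrying GST-tagged Bcl family fusion proteins plus one bare bead set; values are compound well signal with DMSO vehicle wells as background; inactives centre near 16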
Bcl-W Bim block: inhibitors of Bim binding to Bcl-W, primary screen, biochemical, multiplexed, bead-based flow cytometry; Bcl-2-like protein 2 (Homo sapiens), Q92843; Bim peptide-Bcl-W binding; inhibition, % at 10 µM; 190,000 tested, 0.02% active; AID 952, 2007;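 note: 0% = bound tracer without compound and 100% = peptide blocker; higher means less fluorescent Bim peptide bound to Bcl-W beads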
ABCG2 inh: ABCG2 efflux pump inhibitors, primary screen, multiplex with ABCB1, IgMXP3 cells, flow cytometry | JC-1 efflux | 190,000 tested, 0.1% active | Broad substrate specificity ATP-binding cassette transporter ABCG2 (Homo sapiens), Q9UNQ0 | AID 1325, 2008 | inhibition, % at 6.6 µM;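 active = inhibition above 80%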;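 note: 0% = DMSO and 100% = nicardipine control wells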
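Test system: ABCG2 IgMXP3 and barcoded ABCB1 CCRF-Adr cell mix; Schedule: cells with compound and JC-1, 10 min at 25 °C, rotating, no wash; Technique: flow cytometry of retained JC-1 fluorescence; Measure: % inhibition of efflux relative to nicardipine and DMSO; Controls: nicardipine high and DMSO low controls.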
RGS7-Gao: RGS7-Galphao binding modulators, primary screen, biochemical, multiplexed bead flow cytometry. Guanine nucleotide-binding protein G(o) subunit alpha (Homo sapiens), P09471. binding response (% of control), % at 10 µM. actives lie on both sides. AID 1439, 2008. 220,000 tested, 0.35% active; in the data active = binding response below about 49% or above about 150%; inconclusive = no clear call, values can overlap the other calls; inactive = in between;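 note: fluorescent Galphao held in activated GDP-AlF4 state binding bead-coupled RGS7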
Target sequence (P09471 whole entry, looked up): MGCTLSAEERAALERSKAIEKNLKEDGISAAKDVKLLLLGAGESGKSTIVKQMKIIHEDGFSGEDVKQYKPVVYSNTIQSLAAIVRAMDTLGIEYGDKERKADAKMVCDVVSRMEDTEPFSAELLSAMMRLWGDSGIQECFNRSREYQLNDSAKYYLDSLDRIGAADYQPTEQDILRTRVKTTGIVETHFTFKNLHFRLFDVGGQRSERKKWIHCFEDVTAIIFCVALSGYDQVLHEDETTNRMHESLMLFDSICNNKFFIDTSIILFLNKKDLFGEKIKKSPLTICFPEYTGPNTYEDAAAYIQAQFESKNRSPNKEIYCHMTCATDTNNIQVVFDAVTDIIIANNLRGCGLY
RGS4-Gao reg: modulators of RGS4 binding to Galphao, primary screen, biochemical, multiplexed bead flow cytometry | AID 1415, 2008 | 220,000 tested, 0.33% active | binding response (% of control), % at 10 µM | actives lie on both sides | Guanine nucleotide-binding protein G(o) subunit alpha (Homo sapiens), P09471; in the data active = binding response below about 49% or above about 150%; inactive = in between;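 note: fluorescent Galphao activated with aluminum fluoride binding bead-coupled RGS4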
Bim-Bfl-1: inhibitors of Bim binding to Bfl-1, primary screen, biochemical, multiplexed, bead-based flow cytometry | Bim-Bfl-1 binding inhibition | 190,000 tested, 0.12% active | AID 1008, 2008 | Bcl-2-related protein A1 (Homo sapiens), Q16548 | inhibition, % at 10 µM;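 note: 0% = wells without compound plus tracer and 100% = blocker peptide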
Bcl-XL Bim block: inhibitors of Bim-Bcl-XL binding, primary screen, biochemical, multiplexed, bead flow cytometry, human Bcl-XL | AID 1007, 2008 | Bim peptide-Bcl-XL binding, fluorescence | inhibition, % at 10 µM | Bcl-2-like protein 1 (Homo sapiens), Q07817 | 190,000 tested, 0.04% active
Target sequence (Q07817 whole entry, looked up): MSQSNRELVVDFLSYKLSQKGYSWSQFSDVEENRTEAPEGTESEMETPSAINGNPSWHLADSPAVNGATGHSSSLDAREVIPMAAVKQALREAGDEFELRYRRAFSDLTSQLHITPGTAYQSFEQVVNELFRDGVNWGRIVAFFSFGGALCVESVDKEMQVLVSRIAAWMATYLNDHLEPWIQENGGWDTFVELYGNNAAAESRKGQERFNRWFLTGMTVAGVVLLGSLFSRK
Bim-Bcl-B: inhibitors of Bim-Bcl-B binding, primary screen, biochemical, multiplexed, human Bcl-2 family; Bcl-2-like protein 10 (Homo sapiens), Q9HD36; bead-based flow cytometry, Bim peptide-Bcl-B binding; inhibition, % at 10 µM; 190,000 tested, 0.073% active;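 note: 0% = tracer peptide without compound and 100% = reference inhibitor peptide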
Target sequence (Q9HD36 whole entry, looked up): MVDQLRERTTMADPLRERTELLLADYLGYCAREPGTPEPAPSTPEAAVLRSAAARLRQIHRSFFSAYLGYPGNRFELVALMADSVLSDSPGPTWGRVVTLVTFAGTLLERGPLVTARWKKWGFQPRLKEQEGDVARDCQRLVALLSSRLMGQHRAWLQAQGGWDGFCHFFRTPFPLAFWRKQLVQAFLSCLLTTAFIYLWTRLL
* marks the source's active call; other numbers are inactive results; ? = inconclusive. Cut-off read from the data, not from the text of the source, unless noted: active = inhibition above about 40%.

Values run as follows: Bim-Bcl-B	Avidin bead fluor	RGS4-Gao reg	Bim-Bfl-1	Bcl-XL Bim block	Bim-Bcl-2	Bcl-W Bim block	RGS7-Gao	ABCG2 inh	ABCB1 block	GSH bead fluor
1. O=C(NCC1COc2ccccc2O1)Nc1ccccc1F (stereo not given)
    -8	24	94	-7	-4	-8	2	101	4	0.5	37
2. N#Cc1ccc(OCC(=O)N/N=C2/CC(c3ccccc3)Oc3ccccc32)cc1 (stereo not given)
    -1	7	101	2	0	-4	-1	99	2	0.1	9
3. CCn1c(C)nc2cc(C(=O)N/N=C/c3cccc(O)c3O)ccc21
    -5	6	91	-3	0	0	2	87	0	0.3	19
4. CC(=O)CSc1nnc(CSc2ncccn2)n1C1CCCCC1
    -9	11	102	-14	-17	-10	1	98	2	0.8	22
5. O=C(Cn1cc([N+](=O)[O-])cn1)Nc1ccn(Cc2c(F)c(F)cc(F)c2F)n1
    -9	3	97	-9	-3	-5	-1	96	2	1.1	17
6. CCC(OC(=O)c1nsc(Cl)c1Cl)C(=O)NC(C)(C)CC (stereo not given)
    -3	8	102	-2	-4	0	-3	?	-1	0.0	10
7. CC/C(=N\NC(=O)C(N)=O)c1ccccc1O
    5	4	90	0	2	0	2	90	14	1.2	7
8. CNC(=S)Nc1ccc(Nc2ccccc2)cc1
    -1	24	102	0	-4	-3	-1	98	1	0.1	8
9. Cc1onc(-c2ccncc2)c1C(=O)O
    -3	4	95	-12	0	-5	-1	97	0	0.0	37
10. CCC(=O)Nc1cccc(NC(=S)NC(=O)Cc2ccccc2)c1
    -9	13	103	-20	-5	-10	-1	102	59	-0.7	34
11. CC(C)C1Nc2c(O)cc(Cl)c([N+](=O)[O-])c2C2C=CCC21 (stereo not given)
    -21	11	96	2	-6	-2	1	96	0	-0.4	17
12. CS(=O)(=O)N1CCc2cc(S(=O)(=O)N3CCCCC3)ccc21
    -6	24	102	-9	-4	-6	-3	101	0	0.0	11
13. CC(C)CCN1CCN(CCCn2cccn2)CC1CCO (stereo not given)
    -3	2	98	-7	-4	0	-1	97	-1	3.5	14
14. Cc1cc(=O)[nH]c(CN2CCC(c3ccccc3)CC2)n1
    -4	10	98	-4	-4	0	1	99	1	0.0	17
15. CN(C)c1ccc(N/C(N)=N/c2nc(C(F)(F)F)cc(C(F)(F)F)n2)cc1
    -7	8	98	11	-1	3	2	100	0	0.1	17
16. Clc1ccc(CN=C2Nc3ccccc3CS2)cc1
    0	16	97	0	0	-2	1	97	0	0.1	21
17. CC(Nc1cc(N2CCNCC2)ccc1[N+](=O)[O-])c1ccccc1 (stereo not given)
    -7	7	104	-13	-4	-2	-3	103	32	1.8	12
18. CCOC(=O)c1c(C)oc2c1c(C=NCCO)c(O)c1ccccc12
    -5	10	102	-4	-2	-4	0	98	8	1.3	23
19. C=CCN(C(=O)CNC(=O)c1ccco1)C(C(=O)NC1CCCCC1)c1ccc(OC)cc1OC (stereo not given)
    -9	8	98	-10	3	-5	0	102	1	0.6	45
20. CCOc1ccc(C(=O)N/N=C/c2cc([N+](=O)[O-])cs2)cc1
    -2	3	100	-1	-5	0	-1	108	18	2.2	10

Entries from the list above that have a furan ring, fused or not, in the order listed:
Values run as follows: Bim-Bcl-B	Avidin bead fluor	RGS4-Gao reg	Bim-Bfl-1	Bcl-XL Bim block	Bim-Bcl-2	Bcl-W Bim block	RGS7-Gao	ABCG2 inh	ABCB1 block	GSH bead fluor
18. CCOC(=O)c1c(C)oc2c1c(C=NCCO)c(O)c1ccccc12
    -5	10	102	-4	-2	-4	0	98	8	1.3	23
19. C=CCN(C(=O)CNC(=O)c1ccco1)C(C(=O)NC1CCCCC1)c1ccc(OC)cc1OC (stereo not given)
    -9	8	98	-10	3	-5	0	102	1	0.6	45

Only Avidin bead fluor, ABCG2 inh and RGS7-Gao, for 5 of the compounds above:
# | compound | Avidin bead fluor | ABCG2 inh | RGS7-Gao
1 | O=C(NCC1COc2ccccc2O1)Nc1ccccc1F (stereo not given) | 24 | 4 | 101
2 | N#Cc1ccc(OCC(=O)N/N=C2/CC(c3ccccc3)Oc3ccccc32)cc1 (stereo not given) | 7 | 2 | 99
3 | CCn1c(C)nc2cc(C(=O)N/N=C/c3cccc(O)c3O)ccc21 | 6 | 0 | 87
4 | CC(=O)CSc1nnc(CSc2ncccn2)n1C1CCCCC1 | 11 | 2 | 98
5 | O=C(Cn1cc([N+](=O)[O-])cn1)Nc1ccn(Cc2c(F)c(F)cc(F)c2F)n1 | 3 | 2 | 96

The listing picks up, starting 4 compounds before the break.
Values run as follows: Bim-Bcl-B	Avidin bead fluor	RGS4-Gao reg	Bim-Bfl-1	Bcl-XL Bim block	Bim-Bcl-2	Bcl-W Bim block	RGS7-Gao	ABCG2 inh	ABCB1 block	GSH bead fluor
17. CC(Nc1cc(N2CCNCC2)ccc1[N+](=O)[O-])c1ccccc1 (stereo not given)
    -7	7	104	-13	-4	-2	-3	103	32	1.8	12
18. CCOC(=O)c1c(C)oc2c1c(C=NCCO)c(O)c1ccccc12
    -5	10	102	-4	-2	-4	0	98	8	1.3	23
19. C=CCN(C(=O)CNC(=O)c1ccco1)C(C(=O)NC1CCCCC1)c1ccc(OC)cc1OC (stereo not given)
    -9	8	98	-10	3	-5	0	102	1	0.6	45
20. CCOc1ccc(C(=O)N/N=C/c2cc([N+](=O)[O-])cs2)cc1
    -2	3	100	-1	-5	0	-1	108	18	2.2	10
21. Cc1csc(NC(=O)CCNS(=O)(=O)c2ccc3c(c2)c(=O)n(C)c(=O)n3C)n1
    0	7	96	-1	0	3	1	99	1	0.5	24
22. COc1ccc(C2CC(c3ccccc3)=NN2c2ccc(S(N)(=O)=O)cc2)cc1OC (stereo not given)
    -3	9	102	-2	-4	0	-4	100	2	3.8	18
23. Cc1c(Cl)cccc1NC(=O)CC1SCCNC1=O (stereo not given)
    -10	4	102	-11	-2	-12	4	98	5	1.0	56
24. CCOC(=O)CSc1nc2ccccc2n1C(=O)OCC
    -4	34	99	0	-6	-4	0	95	2	0.2	21
25. COc1ccc(S(=O)(=O)N(CCN2CCOCC2)Cc2cc(OC)ccc2OC)cc1
    -3	12	107	0	-4	4	0	105	6	3.2	20
26. O=C(Nc1ccccc1)N1N=C(c2cccs2)CC1c1cccs1 (stereo not given)
    -2	15	102	-7	-10	-3	-5	101	13	1.8	12
27. Cc1cc2ccccc2n1CCNC(=O)C1CCCC1
    -4	24	94	-8	-1	-5	1	100	3	0.3	25
28. O=c1cc(CSc2ccc([N+](=O)[O-])cc2)nc2sccn12
    -5	22	126	-7	-1	-2	-1	121	2	0.3	14
29. CCCNC(=O)C(CC)NS(=O)(=O)c1ccc(OC)cc1 (stereo not given)
    -6	12	102	-19	-8	-14	-5	101	-1	-0.1	26
30. Cc1ccc(NC(=O)CCNC(=O)c2ccco2)cc1F
    -2	9	101	-4	-3	-1	1	?	6	0.3	16
31. COCCN(CCOC)S(=O)(=O)c1ccc(C(=O)NCCCN2CCOCC2)cc1
    -9	5	89	-11	2	-6	0	90	0	-0.1	36
32. CN1CCN(CCCNC(=O)Nc2cccc3ccccc23)CC1
    -2	33	105	-1	-6	-4	-2	101	1	0.4	18
33. COc1ccc(-n2c(SCC(=O)Nc3nccs3)nc3c(c2=O)SC(C)C3)cc1 (stereo not given)
    -8	7	93	-13	-4	-8	-1	93	1	2.4	27
34. CC(C)CC1CCCCC1OC(=O)C[N+]1(C)CCCCC1 (stereo not given)
    -1	6	99	3	-3	1	-2	99	0	-0.2	11
35. Cc1ccc(C2Nc3cccc4cccc(c34)N2)s1
    -3	7	99	5	-5	1	1	95	-5	-0.7	11
36. COC(=O)CSc1nn(-c2ccc(F)cc2)c(=S)s1
    -2	11	100	-7	-4	-1	-1	98	1	0.1	12
37. Cc1cccc(N(CC(=O)NCCSCc2ccccc2)S(C)(=O)=O)c1
    -3	10	99	-5	-2	-4	-1	95	5	1.9	15
38. CN(c1cccc(NC(=O)COc2ccc(Cl)cc2Cl)c1)S(C)(=O)=O
    -2	18	98	3	-3	1	-2	93	11	1.7	13
39. CC(C)CNC(=O)c1ccccc1SCC(=O)NC12CC3CC(CC(C3)C1)C2
    -8	2	78	-8	-10	-6	-8	79	4	1.4	15
40. CC(NC(=O)COC(=O)Cc1ccc(-c2ccccc2)cc1)c1ccccc1 (stereo not given)
    -7	5	101	-2	-5	-4	-3	104	2	-1.3	10
41. Cc1nc(SCC(=O)Nc2cc(C)on2)c2c(C)c(C)sc2n1
    -12	10	128	-13	1	-13	-5	98	6	0.4	47
42. CCCc1c(O)nc(SCc2ccccc2)[nH]c1=O
    -1	13	102	-2	-1	-2	0	103	-2	-0.4	47
43. Cc1c(Br)c([N+](=O)[O-])nn1CC(=O)N1CCc2ccccc21
    -3	9	103	-3	-2	1	0	100	0	0.1	23
44. CC1(C)CC2CC(C)(CN2S(=O)(=O)c2ccc(C(=O)Nc3cc(S(=O)(=O)N4CCOCC4)ccc3Cl)cc2)C1 (stereo not given)
    -5	11	105	0	-5	0	-3	109	7	1.4	4
45. CCn1c(=O)c(C(=O)CN2CCOCC2)c(N)n(Cc2ccccc2)c1=O
    -5	8	97	-8	-10	-7	0	95	2	1.1	32
46. Cc1cccc(OCC(=O)Nc2ccc(N3CCN(C(=O)c4ccco4)CC3)cc2)c1C
    0	12	99	-6	0	-2	-5	102	2	0.9	12
47. Cc1cccc2cc(CNCc3ccccc3)c(Cl)nc12
    -2	8	98	-8	-2	-7	-1	97	1	0.0	8
48. CCCn1nc(NC(=O)c2ccccn2)c2cc3cc(C)ccc3nc21
    -8	31	99	-13	-1	-9	-1	100	4	0.9	25
49. C=CCn1c(=N)c(C#N)cc2c(=O)n3ccccc3nc21
    -7	7	104	-6	-3	-5	-10	99	5	0.1	104*
50. Cc1ccccc1C(=O)OCCN(C)Cc1ccccc1
    0	9	105	-3	2	2	1	103	4	0.7	9
51. Cc1nc2ccc(-c3nc4ccc(N)cc4[nH]3)cc2[nH]1
    2	12	105	-3	3	0	0	105	-1	-0.8	8
52. NNC(=O)C(Cc1ccccc1)NC(=O)OCc1ccccc1 (stereo not given)
    -2	7	98	0	-4	1	-5	100	4	1.3	19
53. CCS(=O)(=O)c1ccc2oc(SCC(=O)c3ccco3)nc2c1
    -2	12	97	-3	-4	0	-6	101	0	-0.1	25
54. O=C1c2cccnc2C(=O)N1CO
    -3	25	105	-3	-1	-4	0	102	2	0.5	11
